# N-glyco inh – N-linked glycosylation inhibition; D54 ERlucT glycosylation luciferase reporter, 24 h; percent of 100 nM tunicamycin response; reporter increase, % at 12.5 µM; 360,000 tested, 0.23% active;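 active = mean luciferase reporter signal, scaled so untreated is 0 and the glycosylation-blocking control 100, at or above a set limit in every replicate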;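 note: luciferase carries N-glycosylation sites so blocking glycosylation raises the light; 0% = median of neutral control wells and 100% = median of 100 nM tunicamycin wells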
# MC4R antag cAMP – antagonists of human melanocortin 4 receptor (MC4R); P32245; MC4R-expressing cells, MTII-stimulated cAMP, LANCE TR-FRET; inhibition, % at 6.5 µM; 360,000 tested, 0.48% active; AID 540295;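 active = inhibition above its plate's cutoff, the mean of tested wells on that plate plus 3 SD, cut at about 29% in these data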;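 note: 0% = Melanotan II alone and 100% = Melanotan II plus saturating MCL0020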
# Target sequence (P32245 whole entry, looked up): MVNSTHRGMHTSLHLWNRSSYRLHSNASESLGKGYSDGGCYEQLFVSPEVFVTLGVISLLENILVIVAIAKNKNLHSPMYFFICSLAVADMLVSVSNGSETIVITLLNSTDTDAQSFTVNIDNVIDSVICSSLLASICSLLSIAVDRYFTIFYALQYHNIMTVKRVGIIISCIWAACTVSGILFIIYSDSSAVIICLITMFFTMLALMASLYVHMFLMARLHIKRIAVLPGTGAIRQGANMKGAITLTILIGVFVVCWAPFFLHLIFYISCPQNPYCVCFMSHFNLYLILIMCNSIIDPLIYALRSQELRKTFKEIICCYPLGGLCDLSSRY
#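 Material: U2OS-MC4R stable cell line | Reagent: Melanotan II challenge after compound preincubation | Doses: One concentration, 6.5 µM nominal | Incubation: 30-min compound preincubation, 1-h Melanotan II challenge, 1-h detection, room temperature | Signal: TR-FRET cAMP assay | Replicates: One well per compound, no replicates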
# CaV13 FRET inh – Primary screen for inhibitors of IQ motif and Ca2+-dependent inactivation inhibitor domain binding in CACNA1D, Förster resonance energy transfer in living cells, …; AID 743397; inhibition, % at 12.3 µM; 340,000 tested, 0.098% active; HEK cells, CFP/YFP FRET ICDI-IQ, plate reader, 10 min; percent FRET-ratio fall versus neutral wells;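 active = mean replicate inhibition of at least 30% and at least 1% of replicates passing that level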;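 note: 0% = median of the neutral control wells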
# ABCB6 inh MLPCN – inhibitors of human ABC transporter ABCB6. AID 602162. 360,000 tested, 0.19% active. K562-ABCB6 porphyrin accumulation, flow cytometry, 1 h; active compounds read low. Q9NP58. fluorescence ratio to DMSO, % at 10 µM;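 active = fluorescence ratio to DMSO below 75%, the collection mean minus 3 SD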;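 note: signal is porphyrin accumulated inside mitochondria; 100% equals median channel fluorescence of DMSO control wells; lower ratio means ABCB6 inhibition with less porphyrin fluorescence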
# PDI turbidity – blocks human protein disulfide isomerase activity. 350,000 tested, 0.052% active. inhibition, % at 10 µM. PDI insulin aggregation turbidity, A650, 90 min. AID 588391. P07237;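 active = mean inhibition across replicates of 30% or more, whatever share of single replicates reach that level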;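 note: absorbance from insulin aggregation driven by PDI reduction with DTT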
# Target sequence (P07237 whole entry, looked up): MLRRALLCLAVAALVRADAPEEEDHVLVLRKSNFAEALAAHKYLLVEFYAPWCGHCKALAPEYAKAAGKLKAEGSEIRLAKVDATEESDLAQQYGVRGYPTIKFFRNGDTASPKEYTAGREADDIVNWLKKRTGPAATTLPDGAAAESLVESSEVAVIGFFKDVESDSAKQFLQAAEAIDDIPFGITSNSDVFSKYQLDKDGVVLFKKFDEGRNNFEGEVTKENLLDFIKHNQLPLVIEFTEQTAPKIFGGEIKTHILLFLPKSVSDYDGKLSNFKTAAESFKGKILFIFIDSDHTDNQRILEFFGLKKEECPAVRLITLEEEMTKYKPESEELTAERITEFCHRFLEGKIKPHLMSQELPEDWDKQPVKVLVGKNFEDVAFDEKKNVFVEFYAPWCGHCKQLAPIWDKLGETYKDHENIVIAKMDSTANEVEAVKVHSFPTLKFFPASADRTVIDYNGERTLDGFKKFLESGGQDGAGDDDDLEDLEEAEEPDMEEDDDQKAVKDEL
# Vif inh – blocks HIV Vif function; 340,000 tested, 0.35% active; AID 602346; inhibition, % at 7.49 µM; HEK293T cells, Vif self-association by quenched fluorescence, imaging, 24 h; in the data active = inhibition above about 50%, passing the limit was not always enough; note: some results filed as inactive read as strong as hits
# aDG glyco act – alpha-DG glycosylation activation; Pro5-aDG cells, alpha-DG glycosylation AlphaScreen (IIH6); 0% Pro5, 100% B10-LARGE cell signal; activation, % at 10 µM; 360,000 tested, 0.22% active;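 active = activation of at least 8% versus controls, or a plate z-score of at least 8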;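 note: Pro5 are CHO cells carrying HIG-tagged alpha-DG that lacks glycosylation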
# H9c2 protect – protects H9c2 cardiomyocytes from peroxide injury. H2O2 injury protection, ATPLite, 2 h. protection from H2O2 cell death, % at 20 µM. 360,000 tested, 0.63% active. AID 588492;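 active = compounds giving at least 50% protection of heart cells from peroxide-induced death in the single-dose screen, raw or plate-pattern-corrected value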;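 note: 0% = DMSO wells with peroxide and 100% = DMSO wells without peroxide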
# HTR2A ag – activates the mouse 5-HT2A serotonin receptor; AID 624169; CHO-K1 mHTR2A beta-arrestin complementation, luminescence; percent of 30 µM serotonin response; 360,000 tested, 0.66% active; P35363; activation, % at 7.6 µM;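 active = activation above a run cutoff, the mean activation of all tested compounds plus 3 SD, cut at about 14% in these data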;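 note: 0% = plate median of compound wells and 100% = 30 µM serotonin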
# MC4R ag barr – agonists of human melanocortin 4 receptor (MC4R) beta-arrestin. P32245. U2OS MC4R beta-arrestin complementation, luminescence; percent of melanotan II response, DMSO zero. activation, % at 8.9 µM. 360,000 tested, 0.98% active;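 active = activation above a per-plate cutoff, the mean activation of sample wells on that plate plus 3 SD, cut at about 8% in these data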
# * hit, by the source's call; nt = not tested or not shown.
1	COc1cccc(NC(=O)[C@H](NC(=O)[C@@H]2Cc3ccccc3CN2)c2ccccc2)c1
2	O=C(CSc1nnc(C2CCCCC2)n1Cc1ccccc1)NCc1ccco1
3	CC(=O)N1CC(=O)N=C1SCC(=O)Nc1nc(-c2ccccc2)c(-c2ccccc2)s1
4	Cc1ccc(NC(=O)C2CCCNC2=O)nc1 (stereo not drawn)
5	CCSc1nc(=S)n(Cc2ccccc2)c(C)c1C(C)=O
6	CCNC(=O)N1C(=O)C2(OCCO2)c2ccccc21
7	O=C(OCC(=O)N1CCc2ccccc21)c1cccnc1
8	CC1(C)OCC(COC(=O)Nc2cccnc2)([N+](=O)[O-])CO1
9	Cc1ccc(Cn2ccsc2=NC(=O)COC(=O)c2ccc(O)cc2O)cc1
10	Cc1cccc(C)c1N=Nc1c(C)cc(O)cc1C

Compound	1	2	3	4	5	6	7	8	9	10
N-glyco inh	-5	1	8	-1	1	2	1	1	1	-3
MC4R antag cAMP	9	4	-3	9	-4	7	11	1	-2	1
CaV13 FRET inh	-15	-3	-5	-6	-19	-2	-5	2	-10	-19
ABCB6 inh MLPCN	104	96	101	96	99	101	99	91	98	95
PDI turbidity	4	-5	-8	1	0	11	6	3	1	-4
Vif inh	19	3	-1	27	-4	14	-2	3	nt	1
aDG glyco act	-0.1	0.5	-0.1	-0.2	0.2	-0.1	0.0	-0.2	0.3	-0.3
H9c2 protect	8	-1	0	2	-5	16	2	2	-8	-17
HTR2A ag	-3	-2	0	2	-2	1	-1	-4	14	0
MC4R ag barr	0.0	-1.6	-1.0	-1.2	1.1	-0.1	-0.3	-2.0	-0.9	1.0

11	O=C(O)Cn1nnc2ccccc21
12	CC(C)n1c(=O)c2ccccc2n1Cc1cn(-c2ccc(Cl)cc2)nn1
13	COc1ccc(-c2nc(SCC(=O)Nc3nccs3)c(-c3ccc(Cl)cc3)[nH]2)cc1
14	Cc1cc([N+](=O)[O-])nn1CC(=O)NC1CCCCC1
15	O=C(NC(c1ccc(F)cc1)c1ccc2ccccc2n1)C1CCN(CCOc2ccc(Cl)cc2Cl)CC1 (stereo not drawn)
16	Cc1c(N)cccc1-c1nc2ccccc2[nH]1
17	COc1cc(-c2cc(C(=O)NCc3ccco3)c3ccccc3n2)cc(OC)c1OC
18	CCc1noc(C)c1C(=O)NNC(=O)c1ccc(N(CC)CC)cc1
19	CCCCCOC(=O)NCCOC(=O)Nc1ccc(C(=O)OCC)cc1
20	CCOC(=O)c1c2c3c(c(Cl)ccc3[nH]c1=O)C(=O)c1ccccc1-2

Compound	11	12	13	14	15	16	17	18	19	20
N-glyco inh	-4	0	-3	1	-1	1	0	-3	0	2
MC4R antag cAMP	3	nt	8	2	6	-3	15	-5	13	-20
CaV13 FRET inh	5	-6	-5	-2	-11	-5	-3	-5	nt	-5
ABCB6 inh MLPCN	98	94	80	100	92	99	96	95	95	123
PDI turbidity	4	nt	nt	6	5	9	2	16	1	-13
Vif inh	-5	4	-1	-16	-10	-2	-4	60*	-18	13
aDG glyco act	-0.1	0.0	-0.2	-0.1	0.0	0.1	-0.3	-0.1	0.6	0.9
H9c2 protect	4	1	6	-3	-5	-6	59*	4	-20	60*
HTR2A ag	-2	-3	3	6	-3	1	1	-2	-4	2
MC4R ag barr	-0.5	nt	-1.2	-1.6	18*	-3.3	-2.4	-0.1	3.5	0.3

# Pulled by compound from above, two records:
15	O=C(NC(c1ccc(F)cc1)c1ccc2ccccc2n1)C1CCN(CCOc2ccc(Cl)cc2Cl)CC1 (stereo not drawn)
16	Cc1c(N)cccc1-c1nc2ccccc2[nH]1

Compound	15	16
N-glyco inh	-1	1
MC4R antag cAMP	6	-3
CaV13 FRET inh	-11	-5
ABCB6 inh MLPCN	92	99
PDI turbidity	5	9
Vif inh	-10	-2
aDG glyco act	0.0	0.1
H9c2 protect	-5	-6
HTR2A ag	-3	1
MC4R ag barr	18*	-3.3

# Further structures.
21	CCO[C@H]1OC(C(=O)N2CCOCC2)=C[C@@H](C2CC2)[C@@H]1CCCO
22	Cc1ccc(C(=O)c2oc3ccccc3c2NC(=O)c2cc(-c3cc(C)ccc3O)n[nH]2)cc1
23	Cc1ccc(SCC(=O)N2CCc3ccccc32)cc1
24	CC1=CC(=O)C(C(C)C)=C/C1=N\OC(=O)c1cccc2nc(C)oc12
25	O=C(Nc1ccccc1N1CCCC1)C1CCN(S(=O)(=O)c2cccc(C(F)(F)F)c2)CC1
26	Cc1cc2n(n1)C(c1ccc(O)cc1)Nc1ccccc1-2 (stereo not drawn)
27	CC(C)(C)C1CCC(=NNC(=S)Nc2cccnc2)CC1 (stereo not drawn)
28	COc1ccnc(Oc2ccccc2)c1C(N)=O
29	CC(=O)N(C)c1ccc(OCC(O)CN(Cc2ccco2)S(=O)(=O)c2ccc(C)cc2)cc1 (stereo not drawn)
30	CCOCCCNC(=O)Cc1ccc(Br)cc1

Compound	21	22	23	24	25	26	27	28	29	30
N-glyco inh	5	-7	0	-3	3	2	1	2	1	1
MC4R antag cAMP	0	3	-2	7	4	5	3	4	7	3
CaV13 FRET inh	-10	-1	nt	-5	-16	-8	-3	10	nt	-5
ABCB6 inh MLPCN	99	96	103	89	92	93	94	89	93	92
PDI turbidity	-1	1	6	-10	-6	6	0	4	-3	9
Vif inh	1	29	4	13	-2	-7	0	12	-12	1
aDG glyco act	-0.2	-0.3	0.0	0.5	0.2	0.4	0.3	-0.4	0.2	0.1
H9c2 protect	6	-2	-15	-19	-6	8	4	-2	-23	8
HTR2A ag	-4	3	-2	-4	1	8	-4	1	7	-4
MC4R ag barr	-2.0	2.0	-0.9	-2.0	-0.6	0.4	-3.0	-2.5	0.4	1.4

31	O=C(Nc1ccc2oc(-c3ccncc3)nc2c1)c1ccc(F)cc1
32	C=C1CC2C3CC[C@@]4(OCOC45COCO5)[C@@]3(C)C(O)CC2[C@@]2(C)CCC(=O)C=C12 (stereo partly drawn)
33	CC1=C(C(=O)N2CCCCCC2)CC(CC(=O)NCC2CCCCC2)C(=O)N1Cc1ccccc1 (stereo not drawn)
34	CC(C)NCC(O)c1cc(O)cc(O)c1 (stereo not drawn)
35	CCn1c(=O)cc(SCC(=O)Nc2ccc3c(c2)OCO3)c2ccccc21
36	CN(C)c1ccc(NC(=O)c2ccc([N+](=O)[O-])cc2Cl)cc1
37	CC(OC(=O)CN1C(=O)NC2(CCCC2)C1=O)C(=O)c1ccccc1 (stereo not drawn)
38	O=C(CSc1nc2ccccc2c(=O)[nH]1)N1CCCCC1
39	CN(CC(=O)Nc1ccccc1Cl)CC(=O)N(C)c1c(N)n(Cc2ccccc2)c(=O)[nH]c1=O
40	O=C(CN(Cc1ccccc1Cl)C(=O)c1csnn1)NCCc1ccccc1

Compound	31	32	33	34	35	36	37	38	39	40
N-glyco inh	-2	-10	1	1	4	-7	1	0	-2	-3
MC4R antag cAMP	12	2	nt	8	5	-4	15	-3	3	0
CaV13 FRET inh	-5	-18	-4	-5	-7	-3	-4	-7	-14	-4
ABCB6 inh MLPCN	115	110	100	111	99	99	96	97	101	87
PDI turbidity	-2	9	nt	-9	-2	1	4	-6	-3	-40
Vif inh	-5	1	nt	38	-13	-1	0	nt	2	0
aDG glyco act	-0.1	0.7	-0.1	0.2	0.2	0.1	-0.1	0.0	-0.1	0.2
H9c2 protect	0	-7	2	9	11	-6	-3	71*	8	-2
HTR2A ag	-1	15*	-2	-8	1	5	6	4	5	-4
MC4R ag barr	-0.1	-0.3	nt	1.6	-2.7	3.0	-1.6	-1.9	-0.5	-1.9

# 3 of these compounds in a different format.
[35] CCn1c(=O)cc(SCC(=O)Nc2ccc3c(c2)OCO3)c2ccccc21
- N-glyco inh: 4
- MC4R antag cAMP: 5
- CaV13 FRET inh: -7
- ABCB6 inh MLPCN: 99
- PDI turbidity: -2
- Vif inh: -13
- aDG glyco act: 0.2
- H9c2 protect: 11
- HTR2A ag: 1
- MC4R ag barr: -2.7
[36] CN(C)c1ccc(NC(=O)c2ccc([N+](=O)[O-])cc2Cl)cc1
- N-glyco inh: -7
- MC4R antag cAMP: -4
- CaV13 FRET inh: -3
- ABCB6 inh MLPCN: 99
- PDI turbidity: 1
- Vif inh: -1
- aDG glyco act: 0.1
- H9c2 protect: -6
- HTR2A ag: 5
- MC4R ag barr: 3.0
[37] CC(OC(=O)CN1C(=O)NC2(CCCC2)C1=O)C(=O)c1ccccc1 (stereo not drawn)
- N-glyco inh: 1
- MC4R antag cAMP: 15
- CaV13 FRET inh: -4
- ABCB6 inh MLPCN: 96
- PDI turbidity: 4
- Vif inh: 0
- aDG glyco act: -0.1
- H9c2 protect: -3
- HTR2A ag: 6
- MC4R ag barr: -1.6

# (more compounds)
41	O=C(c1c[nH]c(C(=O)C(Cl)(Cl)Cl)c1)c1c(F)cccc1F
42	COc1ccc(NS(=O)(=O)c2cc(C(=O)N3CCN(C/C=C/c4ccccc4)CC3)ccc2C)cc1
43	NC(=O)c1ccc(NC(=O)CSC(=O)c2ccccc2)cc1
44	COc1ccc(NS(=O)(=O)c2cc(NC(=O)c3cccs3)ccc2N2CCCC2)cc1
45	Cc1cccc(C)c1N1CCN(C(c2ccnc3ccccc23)c2nnnn2-c2ccc3c(c2)OCCO3)CC1 (stereo not drawn)
46	Cc1ccc(F)c(NC(=O)CCc2ccccc2)c1

Compound	41	42	43	44	45	46
N-glyco inh	0	-6	1	-3	nt	1
MC4R antag cAMP	2	5	16	16	nt	8
CaV13 FRET inh	-5	-5	-6	-4	-6	-5
ABCB6 inh MLPCN	92	90	99	107	87	92
PDI turbidity	-3	1	-4	1	nt	0
Vif inh	8	-8	-1	4	nt	nt
aDG glyco act	-0.1	0.5	0.0	0.3	-0.2	-0.1
H9c2 protect	5	-2	2	2	nt	10
HTR2A ag	-2	-14	0	-3	-6	2
MC4R ag barr	-1.3	-1.7	-3.9	-0.4	nt	-0.8

# Values in list order from the entries so far:
# aDG glyco act for nos. 41–46: -0.1, 0.5, 0.0, 0.3, -0.2, -0.1
# N-glyco inh for nos. 41–46: 0, -6, 1, -3, nt, 1

# Source: PubChem BioAssay
